# Compound activity: PubChem, National Center for Advancing Translational Sciences (NCATS)
# GAA glycogen mod – qHTS Assay for Inhibitors and Activators of Human alpha-Glucosidase Cleavage of Glycogen | Lysosomal alpha-glucosidase (Homo sapiens), P10253 | recombinant GAA, glycogen substrate, Amplex Red glucose oxidase fluorescence | Potency, µM (series often up to 76.4 µM), for the others: top-dose activity change, negative = inhibition, hits mostly inhibitors | hit rate 0.38% among 300,000 | AID 2100, 2009;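 further: 0% = full enzyme reaction and -100% = no-enzyme basal signal; the screen sought inhibitors and activators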
#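 Recombinant human alpha-glucosidase (4 nM final) hydrolysed bovine liver glycogen (30 ug) for 40 min at 37 C in pH 5.0 citrate/phosphate with 0.01% Tween-20. Released glucose detected by glucose oxidase/Amplex Red, Ex 573/Em 610 nm. Compounds up to 77 uM; AC50 from Hill fits.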
# Epigenetic reg – Quantitative High-Throughput Screen for Regulators of Epigenetic Control; murine LDR cells, GFP reporter derepression, 30 h; hit rate 0.2% among 280,000; Potency, µM (titrated, usually from 53.9 µM), without a hit: top-dose GFP activation, actives largely listed as activators; AID 1865, 2009; further: % of control where 0% means no effect; nearly all actives have a fitted effect of over 60% in size
#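 Derepression of a silenced CMV-GFP reporter in murine LDR cells is scored by enumerating GFP-positive cells with a laser-scanning microplate cytometer after 30 hours of treatment at 37 C.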
# GAA inh – qHTS Assay for Inhibitors of Human alpha-Glucosidase as a Potential Chaperone Treatment of Pompe Disease | hit rate 0.005% among 200,000 | purified human GAA, 4-MU-alpha-glucoside fluorescence | Lysosomal alpha-glucosidase (Homo sapiens), P10253 | Potency, µM (titrated, usually from 76.9 µM), for the others: top-dose activity change, negative = inhibition, most hits filed as inhibitors;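 further: plate controls were uninhibited enzyme wells for no effect and no-enzyme background for full effect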
#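 Activity normalized between no-enzyme (basal) and enzyme-only wells. Conditions: 4 nM human enzyme, 400 uM fluorogenic substrate, citrate/phosphate pH 5.0 with Tween-20, 20 min room temperature, compounds up to 77 uM.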
# aGal spleen mod – qHTS Assay for Inhibitors and Activators of Human alpha-Galactosidase From Spleen Homogenate | Alpha-galactosidase A (Homo sapiens), P06280 | human spleen homogenate, 4MU-alpha-Gal fluorescence, 40 min | Potency, µM (highest dose often 80 µM), for inactives: top-dose activity change, negative = inhibition, hits mostly inhibitors | hit rate 0.008% among 240,000 | AID 2107, 2009;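 further: 0% = enzyme with vehicle and -100% = no enzyme basal signal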
# Target sequence (P06280 32-429 limits assumed): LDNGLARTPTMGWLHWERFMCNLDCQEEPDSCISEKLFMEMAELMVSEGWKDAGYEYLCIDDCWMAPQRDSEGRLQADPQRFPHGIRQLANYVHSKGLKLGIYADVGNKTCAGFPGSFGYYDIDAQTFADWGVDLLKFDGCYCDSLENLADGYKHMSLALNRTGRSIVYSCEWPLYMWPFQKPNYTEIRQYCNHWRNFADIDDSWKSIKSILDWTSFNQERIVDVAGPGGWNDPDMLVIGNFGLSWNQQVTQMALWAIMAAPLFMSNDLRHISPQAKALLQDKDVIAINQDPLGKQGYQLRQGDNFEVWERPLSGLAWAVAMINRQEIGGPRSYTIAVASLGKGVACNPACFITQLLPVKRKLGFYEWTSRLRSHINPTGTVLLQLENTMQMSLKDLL
#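 qHTS titration in buffer at pH 5.0. Alpha-galactosidase activity in spleen homogenate was measured via 4-methylumbelliferone release from 1 mM fluorogenic substrate after 40 min at 37C and a pH 10 stop. AC50 came from Hill fits of control-normalized data.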
# aGlu spleen mod – qHTS Assay for Inhibitors and Activators of Human alpha-Glucosidase From Spleen Homogenate; hit rate 0.006% among 240,000; human spleen homogenate, 4-MU-alpha-glucoside fluorescence; Potency, µM (titrated, usually from 79.9 µM), for inactives: top-dose activity change, negative = inhibition, hits mostly inhibitors; AID 2112, 2009; Lysosomal alpha-glucosidase (Homo sapiens), P10253;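 further: 0% = enzyme with vehicle and -100% = no enzyme basal signal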
#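 Enzyme source: human spleen homogenate, 1 ug/well. Buffer 50 mM citric acid/K phosphate pH 5.0, 0.01% Tween-20. 4-MU-alpha-glucoside 1 mM; 37 C x 40 min; NaOH/glycine stop; fluorescence.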
# ALDH1A1 inh – qHTS Assay for Inhibitors of Aldehyde Dehydrogenase 1 (ALDH1A1); AID 1030, 2008; Potency, µM (top dose mostly 75.3 µM), for inactives: top-dose activity, negative = inhibition, actives largely listed as inhibitors; hit rate 7.3% among 220,000; Purified ALDH1A1, NADH fluorescence, propionaldehyde substrate; active means well fitted inhibition curve with a large enough effect, not every such curve was filed as active; inconclusive means small, poorly fitted or top-dose-only effect, or another doubt; inactive means no such curve, though single readings can be large or run the other way;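 further: plate controls were no enzyme wells and a reference inhibitor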
# NPSR antagonist – qHTS Assay for Antagonists of the Neuropeptide S Receptor: cAMP Signal Transduction. Potency, µM (top dose mostly 38.3 µM), for inactives: top-dose activity change, negative = inhibition, usual class: inhibitors. hit rate 1% among 220,000. AID 1461, 2008. Q6W5P4. CHO-NPSR cells, cAMP TR-FRET, antagonist mode; further: on the % scale 0 is the no-effect control and ±100 the full control effect; nearly all actives have a fitted effect of over 50% in size; many of its hits are not listed in these tables
# Target sequence (Q6W5P4 whole entry, looked up): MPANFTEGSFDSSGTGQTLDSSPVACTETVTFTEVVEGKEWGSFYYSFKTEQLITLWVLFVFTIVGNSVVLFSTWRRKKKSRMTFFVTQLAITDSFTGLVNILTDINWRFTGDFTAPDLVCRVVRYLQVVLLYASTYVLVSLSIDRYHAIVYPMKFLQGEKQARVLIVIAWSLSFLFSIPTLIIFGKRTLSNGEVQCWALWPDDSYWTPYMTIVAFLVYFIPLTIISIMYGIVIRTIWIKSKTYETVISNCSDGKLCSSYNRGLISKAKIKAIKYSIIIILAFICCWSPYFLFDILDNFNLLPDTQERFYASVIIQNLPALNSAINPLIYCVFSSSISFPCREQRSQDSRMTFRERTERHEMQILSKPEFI
# Tau fluor counter – Counterscreen qHTS for Inhibitors of Tau Fibril Formation, Fluorescence Polarization. tau K18 P301L (four-repeat tau fragment) Alexa594 fluorescence, heparin fibrillization. Potency, µM (titrated, usually from 57.7 µM), inactives show at the top dose activity change, negative = decrease. hit rate 0.93% among 280,000; further: on the % scale 0 is the no-effect control and ±100 the full control effect; nearly all actives have a fitted effect of over 55% in size
#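 Human K18 P301L tau (15 uM unlabeled plus 0.24 uM Alexa 594-labeled, final) in 100 mM sodium acetate pH 7 was mixed with compound and 20 uM heparin and incubated 6 hr at 37 C.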
# * marks the source's active call; other numbers are inactive results; ? = inconclusive; nt = no result given; & = joins results of further samples; [ ] = dose if it differs, or a comment. Unless noted, the call rests on the fitted dose curve; in most records, active means well fitted curve in the direction sought with a large enough effect; inconclusive means small, poorly fitted or top-dose-only effect, or another doubt; inactive means no such curve, though single readings can be large; an effect the other way counts as inactive or inconclusive. Potency means the concentration at half of the fitted maximal effect. Not all compounds are listed; the hit share may differ from the screen's.
(1) Clc1ccc(C2[C@H]3CN(Cc4cccnc4)[C@H](c4ccccc4)C34CC2(c2cccnc2)C4)cn1 (stereo partly specified)
(2) CCC(c1nnnn1C1CCCC1)N(Cc1cccs1)Cc1cc2cc(C)ccc2[nH]c1=O (stereo unspecified)
(3) CCCCNC(=O)CCCn1c(=O)[nH]c2ccc(Br)cc2c1=O
(4) O=C1CN(S(=O)(=O)c2cc(Cl)ccc2Cl)CCN1
(5) COc1cc(OC)cc(C(=O)N[C@H](C(=O)OCC(=O)Nc2ccc(C(N)=O)cc2)C(C)C)c1
(6) Cc1cc(C)n2c(SCc3ccccc3Cl)nnc2n1
(7) Cc1cc(SCC(=O)OCC(=O)N2CCN(C(=O)c3ccco3)CC2)c(C)cc1Br
(8) CC1CCN(C(=O)c2ccc3c(c2)OCCO3)CC1
(9) CCN1CCCC1CNCc1cccc(OC)c1OCc1ccccc1 (stereo unspecified)
(10) O=C1C2C3C=CC(CC3)C2C(=O)N1c1ccc2c(c1)OCO2 (stereo unspecified)

compound no.,1,2,3,4,5,6,7,8,9,10
GAA glycogen mod,-4%,-9%,3%,-4%,0%,0%,-9%,-2%,0%,6%
Epigenetic reg,1.0%&-3.3%,-1.0%,-1.1%,0.0%,0.0%,-6.8%,-3.0%,-3.9%,-1.3%,-1.0%
GAA inh,nt,-10%,3%,-1%,?,5%,-2%,3%,-11%,2%
aGal spleen mod,2%&-1%,7%,7%,3%,7%,5%,0%,-12%,6%,7%
aGlu spleen mod,-1%&-4%,12%,1%,1%,-3%,-3%,-4%,-6%,-7%,6%
ALDH1A1 inh,?,?,-1%,1%,-4%,-8%,32µM*,-4%,7%,?
NPSR antagonist,?,?,-10%[46.1 µM],15%,-30%,-3%[46.1 µM],-13%[46.1 µM],-3%[46.1 µM],14%,4%
Tau fluor counter,-5%&0%,-13%,-8%,-5%,-9%,-13%,-2%,6%,11%,-5%

(11) N#CCCN(CCN1CCCC1)S(=O)(=O)c1ccc(-c2ccc([N+](=O)[O-])cc2)cc1
(12) C#CCCCO/N=C1/C[C@@H](O)[C@@H](O)[C@@H]2[C@@H]3C(=O)N(C[C@@H]4CCCO4)C(=O)[C@H]3CC[C@@H]12
(13) CC(C)[C@@H](OCc1ccccc1)[C@H](C)/C=N\OC[C@@H](O)[C@@H]1O[C@@H]2OC(C)(C)O[C@@H]2[C@H]1O
(14) CC(=O)NC12CC3CC(C1)CC(C(=O)Nc1nccs1)(C3)C2
(15) COc1ccc(CNC(=O)CN(C(=O)c2cc3sccc3n2C)C2CCCC2)cc1
(16) COC(=O)c1cn(NC(=O)c2cnccn2)c(=O)c2ccccc12
(17) COc1ccc(C2=CC(=O)OC3(CCCCC3)O2)cc1
(18) Cc1ccc(S(=O)(=O)Nc2cccc3ncccc23)cc1
(19) O=C(CO/N=C/c1ccc(OC(F)F)cc1)N1CCc2ccccc21
(20) O=C(c1cc(-c2ccccc2)on1)N1CCCC1

compound no.,11,12,13,14,15,16,17,18,19,20
GAA glycogen mod,11%,nt,nt,-1%,-7%,3%,2%,1%,10%,3%
Epigenetic reg,0.0%,1.1%[10.1 µM],3.3%[10.1 µM],-0.2%,1.2%,0.0%,3.7%,0.0%,0.0%,0.0%
GAA inh,10%,nt,nt,0%,-1%,-16%,-5%,nt,0%,1%
aGal spleen mod,15%,-2%[17.5 µM],7%[17.5 µM],-6%,6%,7%,0%,5%,0%,3%
aGlu spleen mod,8%,-6%[17.4 µM],-2%[17.4 µM],-7%,-5%,0%,-3%,5%,2%,-4%
ALDH1A1 inh,?,-1%[13.5 µM],2%[13.5 µM],1%,?,4%,?,nt,?,-1%
NPSR antagonist,7%,nt,nt,-12%[46.1 µM],-19%[46.1 µM],0%[46.1 µM],-20%[46.1 µM],4%,8%,-2%[46.1 µM]
Tau fluor counter,2%,?,-3%[11.6 µM],-4%,-6%,-1%,-10%,8%,0%,0%

(21) CCCC(=O)Nc1c(O)c2ccccc2[nH]c1=O
(22) O=C1CCC2CCCCC2(O)O1 (stereo unspecified)
(23) CC(=O)c1ccc(-c2nc3ccccc3n2C)o1
(24) O=C(CSc1nnc2ccccn12)c1ccc(Cl)cc1
(25) Cc1nc2ncnn2c(C)c1CCC(=O)NCCC1=CCCCC1
(26) CCOc1ccccc1N1CCN(Cc2ccc(OC)c(OC)c2OC)CC1
(27) COc1cc(C(=O)Nc2ccc(S(=O)(=O)Nc3onc(C)c3C)cc2)cc(OC)c1OC
(28) CCOP(=O)(OCC)c1nc(-c2ccc(Cl)cc2Cl)oc1N1CCOCC1
(29) CC(=O)C1=C(C)NC(=O)NC1c1cc(Br)ccc1OCC(N)=O (stereo unspecified)
(30) CCOCCCNC(=O)C(Cc1ccccc1)NC(=O)c1ccco1 (stereo unspecified)

compound no.,21,22,23,24,25,26,27,28,29,30
GAA glycogen mod,-14%,-4%,1%,-5%,14%,6%,1%,-3%,1%,0%
Epigenetic reg,-8.6%,-1.0%,-1.1%,0.9%,4.9%,-2.0%,-0.6%,2.7%,-2.1%,1.5%
GAA inh,-1%,1%,?,6%,-1%,2%,-4%,-1%,0%,-7%
aGal spleen mod,5%,2%,?,-2%,-4%,4%,-14%,12%,4%,2%
aGlu spleen mod,5%,1%,?,1%,2%,-4%,7%,8%,0%,-2%
ALDH1A1 inh,?,-3%,?,-8%,?,-18%,2%,9%,-6%,12%
NPSR antagonist,-7%[46.1 µM],12%[46.1 µM],-1%[46.1 µM],9%,-13%[46.1 µM],-15%[46.1 µM],0%[46.1 µM],-19%,-5%[46.1 µM],10%[46.1 µM]
Tau fluor counter,-9%,-3%,1%,-13%,0%,-4%,3%,-5%,-3%,2%

(31) Cc1cc(C(=O)N2CCc3ccccc32)n(-c2ccccc2)n1
(32) O=c1c2cc(-c3ccccc3)sc2ncn1-n1cccc1
(33) CN(Cc1cn[nH]c1-c1ccc2c(c1)OCO2)C1CCOCC1
(34) Cc1ccc(C2(C)CC(C)(C)N(C(=O)CSc3nnc(C)s3)c3ccccc32)cc1 (stereo unspecified)
(35) O=C(NCCCN1CCOCC1)c1cccs1
(36) CCN(CCO)Cc1cn[nH]c1-c1ccc(C)c(C)c1
(37) O=S(=O)(Nc1ncccn1)c1ccc(NC(=S)NCCc2ccc(Cl)cc2)cc1
(38) CCCN1C(=O)/C(=c2\sc3nc(=O)c(Cc4ccc(C)cc4)nn3c2=O)c2ccccc21
(39) CNS(=O)(=O)c1cc2c3c(cccc3c1)C(=O)NC2=O
(40) CC(C)OC(=O)c1cccc2c1C(=O)c1ccccc1-2

compound no.,31,32,33,34,35,36,37,38,39,40
GAA glycogen mod,2%,-5%,-5%,6%,?,-9%,-1%,19%,5%,4%
Epigenetic reg,0.0%,-1.0%,1.4%,1.0%,-1.1%,-1.2%,1.1%,1.1%,-0.1%,-1.4%
GAA inh,-3%,-5%,?,-2%,-1%,5%,2%,6%,1%,nt
aGal spleen mod,-1%,4%,10%,-8%,?,-1%,-4%,0%,8%,11%
aGlu spleen mod,1%,0%,9%,-18%,-26%,-2%,-5%,2%,7%,-1%
ALDH1A1 inh,0%,9%,-6%,?,-3%,-6%,6%,6.3µM*,-3%,nt
NPSR antagonist,-13%[46.1 µM],-3%[46.1 µM],11%,?,2%[46.1 µM],-9%[7.67 µM],-24%,-21%,37%,5%[7.67 µM]
Tau fluor counter,-6%,-3%,12%,-6%,6%,-12%,-10%,-20%,-1%,-27%

(41) O=Cc1c(N2CCOCC2)nc2ccccn2c1=O
(42) Cc1cc2oc(=O)cc(CN3CCN(S(=O)(=O)c4cccs4)CC3)c2cc1C(C)C
(43) CC(=O)Nc1ccc(S(=O)(=O)NNC(=O)c2cccc(Cl)c2)cc1
(44) CCC(CC)c1nnc(NC(=O)c2cccnc2SC)s1
(45) C/C(N)=C(/C#N)C(=O)COC(=O)c1ccccc1O
(46) CCC/C(=N\NC(=O)c1cccc(C)c1)c1ccccc1
(47) NC(=O)CSc1nnc(-c2cccc(S(=O)(=O)N3CCOCC3)c2)n1C1CCCCCC1
(48) Cc1ccc(NC(=O)N/C=C/c2ccco2)cc1
(49) NC(=O)c1c(NC(=O)c2cccnc2)sc2c1CCCC2
(50) Cc1ccc(SCc2ccc(C(=O)Nc3cccc([N+](=O)[O-])c3)cc2)cc1

compound no.,41,42,43,44,45,46,47,48,49,50
GAA glycogen mod,4%,-4%,?,-8%,5%,-7%,0%,5%,-5%,3%
Epigenetic reg,3.5%,0.0%,-3.6%,-1.6%,-1.3%,2.3%,0.8%,2.3%,1.5%,-2.0%
GAA inh,?,-11%,-14%,4%,9%,-1%,?,2%,-3%,-3%
aGal spleen mod,-2%,1%,12%,4%,-5%,-8%,-3%,2%,2%,4%
aGlu spleen mod,-4%,-1%,1%,5%,-5%,-4%,-4%,-3%,-2%,-7%
ALDH1A1 inh,-2%,?,-6%,-1%,6%,?,12%,7.9µM*,?,4%
NPSR antagonist,18%,-2%,14%,-9%,6%,-11%,-12%[46.1 µM],?,24%,0%[46.1 µM]
Tau fluor counter,-6%,?,1%,-10%,10%,-6%,-9%,?,-8%,-18%

# With a hit mark in ALDH1A1 inh (from the list above):
no.	Molecule	GAA glycogen mod	Epigenetic reg	aGlu spleen mod	ALDH1A1 inh	NPSR antagonist
7	Cc1cc(SCC(=O)OCC(=O)N2CCN(C(=O)c3ccco3)CC2)c(C)cc1Br	-9%	-3.0%	-4%	32µM*	-13%[46.1 µM]
38	CCCN1C(=O)/C(=c2\sc3nc(=O)c(Cc4ccc(C)cc4)nn3c2=O)c2ccccc21	19%	1.1%	2%	6.3µM*	-21%
48	Cc1ccc(NC(=O)N/C=C/c2ccco2)cc1	5%	2.3%	-3%	7.9µM*	?
